# Screens: PubChem, several laboratories
# TNAP act hi DEA – TNAP (human) activation, high acceptor; P05186; purified TNAP, CDP-star luminescence, 1 M DEA, 30 min; stronger effect = higher value; 0 = EDTA background, 1 = DMSO-only activity; activation factor at 20 µM; 200,000 tested, under 10 active;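 active = activation factor at least 2 at 20 µM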
# Target sequence (P05186 whole entry, looked up): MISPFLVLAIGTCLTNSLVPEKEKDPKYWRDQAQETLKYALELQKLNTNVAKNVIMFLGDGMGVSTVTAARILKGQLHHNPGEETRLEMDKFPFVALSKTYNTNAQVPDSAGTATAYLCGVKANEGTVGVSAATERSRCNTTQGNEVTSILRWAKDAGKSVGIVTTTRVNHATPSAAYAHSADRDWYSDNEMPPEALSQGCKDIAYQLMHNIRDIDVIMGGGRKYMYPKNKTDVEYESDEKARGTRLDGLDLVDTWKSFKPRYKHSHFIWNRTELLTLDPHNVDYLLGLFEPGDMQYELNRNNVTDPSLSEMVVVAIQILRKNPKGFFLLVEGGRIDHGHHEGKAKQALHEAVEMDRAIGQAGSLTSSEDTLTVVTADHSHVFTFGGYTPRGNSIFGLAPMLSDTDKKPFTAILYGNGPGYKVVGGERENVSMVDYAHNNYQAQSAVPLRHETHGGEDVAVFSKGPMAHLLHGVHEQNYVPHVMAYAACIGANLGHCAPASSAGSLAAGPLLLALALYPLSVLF
#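 Measured by: Luminescent substrate turnover signal | Test system: Human TNAP | Input: TNAP 1/800 final | Dosing: 20 µM single point | Schedule: 30 min, room temperature | Controls: EDTA wells as negative control, DMSO wells as positive control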
# HMGR II inh – blocks class II HMG-CoA reductase of Enterococcus faecalis; purified E. faecalis HMGR, NADPH absorbance 340 nm kinetic; inhibition, % at 10 µM; 0.41% of 190,000 active;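 active = inhibition above a set limit, the median over all tested compounds plus 3 SD, cut at about 9.5% in these data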;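 also: enzyme runs in reverse so mevalonate oxidation gives rising NADPH absorbance; 0% = complete reaction with DMSO and 100% = background rate lacking mevalonate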
# TNAP inh hi DEA – blocks human TNAP under high phosphate acceptor concentration. P05186. 0.03% of 200,000 active. inhibition, % at 20 µM. purified TNAP, CDP-star luminescence, 1 M DEA;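 active = over 50% inhibition of tissue-nonspecific alkaline phosphatase at 20 µM in the single-dose screen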;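 also: plate controls were DMSO wells for no effect and EDTA-quenched wells as full inhibition for full effect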
# Diaph act CS – counter-screen for diaphorase-based assays: diaphorase activators and chemical reducers | 0.005% of 190,000 active | activation factor at 20 µM | Diaphorase/resazurin coupled assay, resorufin fluorescence, 16 min; stronger effect = higher value; 1 = vehicle wells, 0 = NADH-free wells | AID 1229;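 active = diaphorase activity raised at least twofold by the compound at 20 µM; inactive = activation factor below 2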
#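 Assay system: Purified diaphorase enzyme from Clostridium kluyveri | Amount: Enzyme 0.07 U/mL final | Dosing: Compound 20 µM once, DMSO 1% | Timing: 16 min reaction at room temperature | Detection: Fluorescence, excitation 544 nm and emission 590 nm | Evaluation: Higher resorufin formation from activation or reduction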
# FLuc act counter – firefly luciferase counter-screen for stimulation assays; activation factor at 10 µM; ATPlite luciferase biochemical, luminescence, 10 min; 0 = ATP-free wells, 1 = DMSO control; P08659; 200,000 tested, under 10 active;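 active = luciferase activation factor, scaled between plate controls, of at least 2 with compound at 10 µM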
# Target sequence (P08659 whole entry, looked up): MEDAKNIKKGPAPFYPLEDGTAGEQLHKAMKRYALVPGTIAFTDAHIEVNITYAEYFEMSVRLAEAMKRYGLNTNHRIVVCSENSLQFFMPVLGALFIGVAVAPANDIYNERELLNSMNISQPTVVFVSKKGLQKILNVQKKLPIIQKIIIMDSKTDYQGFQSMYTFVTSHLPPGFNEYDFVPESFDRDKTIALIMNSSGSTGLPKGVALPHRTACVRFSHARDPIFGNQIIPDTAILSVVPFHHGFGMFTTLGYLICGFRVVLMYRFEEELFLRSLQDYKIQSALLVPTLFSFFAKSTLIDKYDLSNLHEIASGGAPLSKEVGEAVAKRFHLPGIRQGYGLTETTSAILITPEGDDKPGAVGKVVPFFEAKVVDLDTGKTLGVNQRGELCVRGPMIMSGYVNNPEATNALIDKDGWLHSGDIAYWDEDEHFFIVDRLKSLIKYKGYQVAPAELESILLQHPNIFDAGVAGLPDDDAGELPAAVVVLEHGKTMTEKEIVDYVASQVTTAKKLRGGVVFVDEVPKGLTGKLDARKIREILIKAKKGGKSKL
#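 Material: luciferase plus luciferin reagent, cell-free. Medium: PBS buffer for ATP. Also added: ATP substrate, dispensed from a 10.24 µM working solution in PBS. Doses: test compounds dosed from 2 mM stocks in 100% DMSO. Incubation: 10 min post-reagent at room temperature. Technique: light output (luminescence). Read-out basis: luminescence gain marking luciferase activators.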
# PMI act hi M6P – activators of human phosphomannose isomerase at near-saturating mannose 6-phosphate | P34949 | coupled PMI enzyme assay, resazurin fluorescence, 20 min; stronger effect = higher value; 1 = untreated enzyme, 0 = substrate-free blank | activation factor at 20 µM | 0.34% of 190,000 active;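 active = activation factor of 2 or more at 20 µM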
#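 Material: human phosphomannose isomerase with PGI, G6PDH, diaphorase coupling enzymes. Quantity: 15 ng/mL PMI. Medium: HEPES pH 7.4 buffer with MgCl2 and Tween-20. Reagent: Near-saturating mannose-6-phosphate, 1.0 mM. Compound: 20 µM single dose. Times: enzyme reaction with compound 20 min at room temperature. Detection: resorufin fluorescence at Ex 544/Em 590 nm.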
# G6PDH CS – L. mesenteroides G6PDH inhibition counter-screen; Purified L. mesenteroides G6PDH, diaphorase/resazurin coupled fluorescence, 45 min; inhibition, % at 5 µM; 0.12% of 200,000 active; in the data active = inhibition above about 50%
# Diaph inh CS – diaphorase inhibition or chemical oxidation counter-screen | diaphorase resazurin-to-resorufin fluorescence, NADH, 16 min; bacterial (C. kluyveri) enzyme, not human | inhibition, % at 20 µM | 0.69% of 190,000 active | AID 1217;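 active = primary screen inhibition at 20 µM above a set limit, cut at about 50% in these data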;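 also: plate controls were DMSO with full reaction for no effect and wells lacking NADH for full effect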
#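 Test system: diaphorase enzyme from Clostridium kluyveri; amount: diaphorase at 0.14 U/mL in enzyme working solution; detection: fluorescence of resorufin formed from resazurin, Ex 544/Em 590 nm; times: reaction incubation of 16 min at room temperature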
# PMI activator – activators of human phosphomannose isomerase; P34949; purified human PMI, coupled resazurin fluorescence, 20 min; stronger effect = higher value; 1 = vehicle control, 0 substrate-free wells; activation factor at 20 µM; 0.005% of 190,000 active; AID 1214;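 active = activation factor of 2 or more at 20 µM, relative to plate controls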
# TNAP inh noacc – inhibitors of human TNAP without phosphate acceptor; AID 1012; purified TNAP, CDP-star luminescence, 30 min; inhibition, % at 20 µM; 0.26% of 200,000 active;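 active = tissue-nonspecific alkaline phosphatase inhibition above about 50% at 20 µM in the single-dose screen, limit read from the data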;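 also: 0% = DMSO negative control and 100% = EDTA positive control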
# Active calls of the source: *. Rows are unselected; about 1.7% have a hit in one of these screens.
molecule	TNAP act hi DEA	HMGR II inh	TNAP inh hi DEA	Diaph act CS	FLuc act counter	PMI act hi M6P	G6PDH CS	Diaph inh CS	PMI activator	TNAP inh noacc
COC(=O)C(C)Oc1ccc(-c2nccc(-c3cccs3)n2)cc1 (configuration not stated)	0.9	-1	5	0.9	1	0.8	-32	15	0.8	-2
O=C1NCCN(C(=O)CCc2nnc(-c3ccsc3)o2)C1c1ccc(F)cc1 (configuration not stated)	1.1	-7	-7	0.7	1.1	0.9	19	31	0.9	-5
CCc1cccc(CC)c1NC(=S)Nc1ccccc1	1	-3	-4	0.9	1.1	1.1	4	10	1	-8
Cc1ccc(-c2nc3cnccn3c2Nc2ccccc2)o1	1	-12	-4	0.8	1.1	0.8	5	15	1	12
Cc1cccc2cc(CN(Cc3ccc(F)cc3)C(=O)N3CCOCC3)c3nnnn3c12	1.1	-4	-8	0.9	1.1	1	8	13	1.1	-12
CC(=O)N1C(C)(C)CC(=NOS(=O)(=O)c2ccccc2)CC1(C)C	1	-3	-3	1	1.1	1.2	22	4	1.2	1
O=C(COC(=O)c1ccc(F)cc1)NCCc1ccc(F)cc1	1.1	-2	-6	1.1	1	1.1	2	-11	1.1	-2
COc1ccc(CCn2c(=O)[nH]c3cc(C(=O)NCCN4CCOCC4)ccc3c2=O)cc1OC	1	2	-1	1	1	1	3	0	0.9	-8
CCCCCCn1cc(C(=O)O)c(=O)c2ccccc21	1	-2	-2	0.7	1	0.9	16	30	0.9	-3
COc1ccccc1C(=O)NCCN1CCN(C(=O)c2ccccc2OC)CC1	1	-6	-1	0.9	1	1	-6	9	1	-11
CC(C)(CCl)C(=O)Nc1ccc(C(F)(F)F)cc1	1	-6	-1	1	1	1.1	0	2	1.1	-13
Fc1ccccc1NC(=S)Nc1ccc(Br)cc1	1	-1	-1	0.9	1	0.9	-8	6	0.9	3
COc1ccc(OC)c(NC(=O)COC(=O)CCCN2C(=O)c3ccccc3C2=O)c1	1	-6	1	0.9	1.1	1	4	12	1	-17
CCCN(CC(=O)Nc1ccccc1OC)C(=O)c1cc2ccccc2o1	1	-1	-3	0.8	1.1	0.9	5	19	0.9	1
Cc1cc(C)c(C(=O)Cn2nc(C)c([N+](=O)[O-])c2C)cc1C	1	-2	-4	0.9	1.1	1	9	12	0.9	-1
CC1CCN(C(=O)CSCC(=O)O)CC1	1	-4	1	1	1	0.9	12	1	1	1
CC1CCN(C(=O)c2cc3ccccc3c(=O)o2)CC1	1	2	-1	0.9	1	1	1	8	1	-8
COc1ccc2cc(CCNC(=O)C(C)C)c(=O)[nH]c2c1	1	-6	0	0.9	1.1	0.9	-6	7	1	-12
CCOc1nc(Nc2cc(Cl)ccc2OC)nc(OCC)n1	1	3	-1	1	1	1	2	-4	1	-6
CC(=O)c1ccc(NC(=O)C(C)OC(=O)c2ccc(NS(=O)(=O)c3ccc(F)c(F)c3)cc2)cc1 (configuration not stated)	1	-2	2	0.9	1.1	1	-4	14	1	-10
CCO[C@H]1OC(C(=O)N2CCN(Cc3ccc4c(c3)OCO4)CC2)=C[C@@H](C(C)(C)C)[C@@H]1CCCO	1.1	-1	-7	0.9	1.1	1	11	12	1	-4
CC(=O)Nc1ccc(S(=O)(=O)N(Cc2ccccc2)c2ccccc2F)cc1	1	0	3	0.9	1	1	8	12	1	-3
CC(=O)Nc1nonc1-c1nc2ccccc2n1N(C(C)=O)C(C)=O	1	-2	-3	0.8	1	1	5	24	1.1	-11
O=C(CSc1ccccn1)N/N=C/c1cccc([N+](=O)[O-])c1	1	-6	-4	0.9	1	0.9	-2	14	0.9	-5
O=[N+]([O-])c1ccccc1S(=O)(=O)NCc1cccnc1	1.1	-4	-7	1	1.1	1	1	3	1	-10
O=C(Nc1nc(-c2ccc(S(=O)(=O)N3CCCC3)cc2)cs1)c1cccs1	1	-3	0	0.8	1	0.9	-3	18	0.8	-7
Cc1cc(C)n(-c2nc(C)nc(NCc3ccccc3)n2)n1	1	-6	0	0.9	1	0.9	2	11	0.9	0
Cc1ccc(CNc2nc3ccccc3n3cnnc23)cc1	1.1	2	-7	0.9	1	1	-2	7	1	-15
COC(=O)c1cn(NC(=O)Cc2ccc(Cl)cc2)c(=O)c2ccccc12	1	-2	3	0.8	1	0.9	9	17	0.8	-9
N#CC1=C(N)OC2=C(C(=O)CC(c3ccccc3)C2)C1c1ccoc1 (configuration not stated)	1	-4	4	0.9	1	1	-2	6	1.1	1

# A second format for 3 compounds above:
> CC1CCN(C(=O)CSCC(=O)O)CC1
  TNAP act hi DEA: 1
  HMGR II inh: -4
  TNAP inh hi DEA: 1
  Diaph act CS: 1
  FLuc act counter: 1
  PMI act hi M6P: 0.9
  G6PDH CS: 12
  Diaph inh CS: 1
  PMI activator: 1
  TNAP inh noacc: 1
> CC1CCN(C(=O)c2cc3ccccc3c(=O)o2)CC1
  TNAP act hi DEA: 1
  HMGR II inh: 2
  TNAP inh hi DEA: -1
  Diaph act CS: 0.9
  FLuc act counter: 1
  PMI act hi M6P: 1
  G6PDH CS: 1
  Diaph inh CS: 8
  PMI activator: 1
  TNAP inh noacc: -8
> COc1ccc2cc(CCNC(=O)C(C)C)c(=O)[nH]c2c1
  TNAP act hi DEA: 1
  HMGR II inh: -6
  TNAP inh hi DEA: 0
  Diaph act CS: 0.9
  FLuc act counter: 1.1
  PMI act hi M6P: 0.9
  G6PDH CS: -6
  Diaph inh CS: 7
  PMI activator: 1
  TNAP inh noacc: -12

# Continuation.
molecule	TNAP act hi DEA	HMGR II inh	TNAP inh hi DEA	Diaph act CS	FLuc act counter	PMI act hi M6P	G6PDH CS	Diaph inh CS	PMI activator	TNAP inh noacc
C(/C=C/c1ccco1)=N/N1CCN(c2ccccc2)CC1	1.1	-3	-6	0.9	0.9	0.9	2	8	1	-3
O=C(CSc1cn(Cc2ccccc2)c2ccccc12)Nc1nccs1	1	0	-4	0.7	0.5	0.9	10	28	0.9	-10
CSc1ccc(-c2c(C#N)c(N)nc3c2CCCC3)cc1	1	3	-4	0.9	1.1	0.9	10	10	1	-10
O=S(=O)(c1ccccc1)N1CCN(c2cc(-c3ccccc3)nc3ncnn23)CC1	1	2	-2	0.8	1	1	9	15	1	-3
CC(C)C(c1nnnn1C1CCCCC1)N1CCCc2ccccc21 (configuration not stated)	1.1	-4	-6	0.9	1.1	0.9	3	12	1	-6
COc1ccc(CC(=O)NCc2ccco2)cc1OC	1.1	1	-7	1.1	1.1	1	0	-8	1.1	-11
Cc1nn(-c2ccccc2)c(C)c1NC(=O)Cc1cccs1	1	2	3	0.9	1	1	0	6	0.9	-4
COc1ccc(C(=O)Nc2ccccc2C(=O)N/N=C/c2ccco2)cc1	1	-3	-2	1	0	1.1	2	-3	1	-14
Cc1ccc(-c2nnc(C)c(N3CC(C)OC(C)C3)n2)cc1 (configuration not stated)	1	-5	-1	0.9	1.1	1	12	15	0.9	-5
Cc1ccc(C)c(OCCOCCN2CCOCC2)c1	1	-5	-3	0.9	1.1	1	2	7	0.9	-8
CCOC(=O)N1CCN(C(=O)NC2CCCCC2)CC1	1	-2	1	1.1	1	1.1	2	-12	1	-7
O=C(c1ccc(F)cc1)N(c1ccccn1)C1CCCCC1	1.1	-5	-5	1.1	1	1	12	-14	1	-18
CCCC12CN3CC(C)(CN(C1)C3c1ccc3c(c1)OCO3)C2=O (configuration not stated)	1	-2	-1	1	1	1	-3	-1	1	-10
O=C(NCc1ccncc1)c1ccc(Cn2cc(C(F)(F)F)ccc2=O)cc1	1.1	-2	-6	1	1.1	1.1	4	3	1.2	-2
O=C(COC(=O)C(Cc1ccccc1)NC(=O)c1ccc(Cl)cc1)c1ccc(Cl)cc1 (configuration not stated)	1	4	-2	0.9	1	1	-17	11	-0.1	-1
O=C(CCN1C(=O)/C(=C/c2ccc3c(c2)OCO3)SC1=S)NNC(=O)c1cccnc1	0.9	-8	7	1.1	1	1	-6	-11	1	-59
CCOC(=O)C=Nc1c(N)n(C)c(=O)n(C)c1=O	1	-5	-3	1	1	0.6	8	4	0.9	-10
O=C(CC1CC2CCC1C2)OCC(=O)c1c[nH]c2ccccc12 (configuration not stated)	1	-1	-3	0.9	1	0.9	3	9	0.9	-8
CN1CC(=O)N/C1=N\C(=O)Nc1ccc2c(c1)N(C)C(=O)CS2	1	-2	2	0.9	1	0.9	5	9	0.9	-20
CC1Cc2ccccc2N1C(=O)c1ccc2snnc2c1 (configuration not stated)	1	1	-3	0.9	1	1	-1	9	1	-11
Cc1nc(SCc2cccc(C(=O)O)c2)nc2c1CCCC2	1	-11	-3	0.9	1	0.9	10	14	0.9	-3
Cc1ccc(NC(=O)C2CCCCC2C(=O)O)cc1Cl (configuration not stated)	1	-8	-2	1.2	1	1.1	6	-17	1.1	-7
CC(C)CC(=O)Nc1ccc(C(=O)CN2CCC(C)CC2)cc1	1	2	-4	0.9	1.1	1.4	7	13	1.5	-1
COCCCNC(=S)N1CCN(c2ccccc2)CC1	1	-5	0	0.9	1	1.1	4	7	1.1	-7
CCCCC1=NN2CCS(=O)(=O)N=C2S1	1	1	-2	1	1	1	17	-2	1	-9
C/C(=N\NS(=O)(=O)c1ccc(C)c([N+](=O)[O-])c1)c1cccs1	1	-5	0	0.8	1	1.4	10	19	1.3	-8
O=C(Nc1nccs1)C(=O)c1c[nH]c2ccccc12	1	0	-1	1	0.6	1.1	4	-5	1.1	7
O=C(c1ccc2c(=O)n3c(nc2c1)CCCCC3)N1CCN(C(c2ccccc2)c2ccccc2)CC1	1	3	-4	0.8	1	0.9	2	17	0.9	-2
CCCC1CC(=O)OC1(C)C(=O)CSc1n[nH]c(-c2ccccc2)n1 (configuration not stated)	1	-5	3	0.9	1	1.1	-14	15	0.9	14
N#C/C(=C\c1cccc(Cl)c1)c1n[nH]c(Cn2cncn2)n1	1	5	-4	0.8	1.1	1	0	20	0.8	-6
O=C(CCCC(=O)OCC(F)(F)C(F)F)Nc1ccc(NC(=O)CCCC(=O)OCC(F)(F)C(F)F)cc1	1.1	-6	-6	1.1	1.1	1.1	-1	-5	1.1	-8
CCC(Cc1ccccc1)NC(=O)CN(C)S(=O)(=O)c1ccc2c(c1)c(=O)n(C)c(=O)n2C (configuration not stated)	1.1	1	-7	0.8	1.1	1	-4	20	1.1	-21
CCN(CC)S(=O)(=O)c1ccc(O)c(C(=O)OCC(=O)N(C)Cc2ccccc2)c1	1	0	1	0.8	1	0.9	0	16	1	-6
